CaV13 FRET inh: Disruptors of the CACNA1D IQ motif to Ca2+-dependent inactivation inhibitor domain association, primary screening, Förster resonance energy transfer in intact living …; HEK cells, CFP/YFP FRET ICDI-IQ, plate reader, 10 min; percent FRET-ratio fall versus neutral wells; inhibition, % at 12.3 µM; 340,000 compounds, 0.098% hits; AID 743397;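 active = mean replicate inhibition of at least 30% and at least 1% of replicates passing that level; inconclusive = only one of the two criteria is met; inactive = neither criterion is met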;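 note: 0% = median of the neutral control wells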
NR2E3 ag-1: activates human NR2E3 receptor; CHO-S Gal4-NCOR/VP16-NR2E3 two-hybrid, luciferase; inhibition of corepressor binding, % at 3.98 µM; 360,000 compounds, 0.35% hits; AID 602229;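 active = inhibition above the mean of all tested compounds plus 3 SD, cut at about 70% in these data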;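 note: 0% = DMSO with NR2E3 transfected cells and 100% = cells lacking NR2E3 construct; higher means lower luciferase signal from less NR2E3 corepressor binding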
Target sequence (Q9Y5X4 whole entry, looked up, the tested form may be a part): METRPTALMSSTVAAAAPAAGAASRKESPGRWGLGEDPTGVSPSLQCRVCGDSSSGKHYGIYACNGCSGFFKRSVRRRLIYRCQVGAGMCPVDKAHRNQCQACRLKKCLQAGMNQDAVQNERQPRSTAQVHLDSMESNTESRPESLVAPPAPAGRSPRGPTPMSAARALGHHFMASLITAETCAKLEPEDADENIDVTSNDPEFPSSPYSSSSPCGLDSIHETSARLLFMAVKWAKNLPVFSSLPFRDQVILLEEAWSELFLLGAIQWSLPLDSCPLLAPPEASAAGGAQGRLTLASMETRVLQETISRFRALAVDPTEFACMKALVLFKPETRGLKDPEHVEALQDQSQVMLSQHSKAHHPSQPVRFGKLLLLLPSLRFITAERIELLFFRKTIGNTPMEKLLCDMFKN
HIF-2a inh: blocks HIF-2a reporter activity | 786-0 RCC cells HIF-2a reporter, luciferase luminescence, overnight | inhibition, % at 18.8 µM | 360,000 compounds, 0.72% hits;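 active = inhibition of the luminescence signal of 40% or more relative to plate controls, in a single-dose primary screen at 18.75 µM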
KKLEB cytotox: reduces viability of KKLEB cystic fibrosis airway cells; KKLEB CF airway cells viability, ATPlite luminescence, overnight; hits give low values; cells stimulated with P. aeruginosa culture filtrate; activity change (cytotoxicity), % at 5 µM; 360,000 compounds, 0.36% hits; AID 602141;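 active = corrected activity change at or below -50% at 5 µM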
TRPM1 prom inh: MITF TRPM1 promoter inhibition in SK-MEL-5 cells; AID 488899; inhibition, % at 12.5 µM; SK-MEL-5 TRPM1 promoter luciferase, 24 h; 330,000 compounds, 0.83% hits;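 active = mean inhibition across replicates of 60% or more, whatever share of single replicates reaches that level; inconclusive = some that reach 60%, reason not given; inactive = mean inhibition across replicates below 60%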; note: values of inactives mirror those of a sister screen read the other way
Vif imaging: HIV Vif inhibition; HEK293T cells, Vif self-association by quenched fluorescence, imaging, 24 h; inhibition, % at 7.49 µM; 340,000 compounds, 0.35% hits; AID 602346; in the data active = inhibition above about 50%, passing the limit was not always enough; inconclusive = no clear call, values can overlap the other calls; inactive = below about 31%; note: some results filed as inactive read as strong as hits
Peg3 promoter: reduces Peg3 promoter-driven luciferase expression in HeLa; HeLa PEG-Prom luciferase reporter, luminescence, overnight; inhibition, % at 20 µM; 360,000 compounds, 1.7% hits; AID 588405;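 active = inhibition of at least 50% at 20 µM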
NR2E3 ag-2: activates human photoreceptor nuclear receptor NR2E3 | inhibition of corepressor binding, % at 4.78 µM | GST-NR2E3/biotin-RetCOR TR-FRET, 1536-well | Q9Y5X4 | 320,000 compounds, 0.12% hits | AID 2300;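 active = percent inhibition above the cutoff of mean plus 3 SD of all tested compounds, set per screening campaign, cut at about 20% in these data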;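 note: 0% = DMSO wells and 100% = biotin wells as full block of FRET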
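Material: NR2E3–RetCOR corepressor complex / Incubation: Compound–protein incubation for 5 h at 4 °C / Dosing: compound at 4.8 µM, single dose / Detection: time-resolved FRET / Benchmarks: high control biotin, low control 0.6% DMSO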
CF NFkB block: inhibitors of cystic fibrosis induced NF-kB; KKLEB NF-kB-GFP reporter, PAF-induced, GFP fluorescence overnight; inhibition, % at 5 µM; 360,000 compounds, 0.86% hits; AID 588850;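 active = at least 50% inhibition at 5 µM, scaled per plate between neutral and stimulator controls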;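 note: PAF is a Pseudomonas aeruginosa culture filtrate used as stimulus; plate controls were PAF-stimulated DMSO wells for no effect and unstimulated DMSO wells for full effect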
PDI inh: inhibitors of human protein disulfide isomerase; P07237; PDI insulin aggregation turbidity, A650, 90 min; inhibition, % at 10 µM; 350,000 compounds, 0.052% hits; AID 588391;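 active = mean inhibition across replicates of 30% or more, whatever share of single replicates reach that level; inconclusive = mean inhibition below 30% while every single replicate reaches 30%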;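 note: absorbance from insulin aggregation driven by PDI reduction with DTT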
Target sequence (P07237 whole entry, looked up): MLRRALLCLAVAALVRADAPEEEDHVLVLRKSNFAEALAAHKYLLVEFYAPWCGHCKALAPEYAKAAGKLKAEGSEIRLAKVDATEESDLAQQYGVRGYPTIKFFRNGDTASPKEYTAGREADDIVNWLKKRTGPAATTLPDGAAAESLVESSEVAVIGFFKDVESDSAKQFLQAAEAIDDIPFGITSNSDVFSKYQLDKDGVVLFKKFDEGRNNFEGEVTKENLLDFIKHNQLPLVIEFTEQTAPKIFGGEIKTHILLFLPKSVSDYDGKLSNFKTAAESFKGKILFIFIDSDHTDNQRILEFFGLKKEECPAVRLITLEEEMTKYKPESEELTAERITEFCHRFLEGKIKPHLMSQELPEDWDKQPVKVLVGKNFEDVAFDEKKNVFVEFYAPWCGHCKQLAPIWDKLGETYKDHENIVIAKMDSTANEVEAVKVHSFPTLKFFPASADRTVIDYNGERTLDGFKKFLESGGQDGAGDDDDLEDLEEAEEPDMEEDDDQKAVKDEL
Shn3 3UTR inh: reduces Shn3 3'UTR luciferase signal in osteoblasts | inhibition, % at 12.5 µM | 360,000 compounds, 0.52% hits | Clone20 osteoblast Shn3 3'UTR firefly luciferase, 24 h;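 active = mean inhibition of at least 75% with every replicate also reaching 75%; inconclusive = mean inhibition at least 75% but some replicate below; inactive = mean inhibition below 75%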;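 note: 0% = median of neutral control wells and 100% = pilot-screen positive control compound; some compounds past the cut are filed as inactive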
Numbers without * were called inactive; ? = inconclusive; · = no result given.

SMILES	CaV13 FRET inh	NR2E3 ag-1	HIF-2a inh	KKLEB cytotox	TRPM1 prom inh	Vif imaging	Peg3 promoter	NR2E3 ag-2	CF NFkB block	PDI inh	Shn3 3UTR inh
Cc1ccc(-c2cc(NC(=O)c3ccccc3)on2)cc1	-2	-15	-283	-13	-71	-5	-334	-3	-29	5	-84
CCc1ccccc1N1CC23C=CC(O2)C(C(=O)OC)C3C1=O (stereo not drawn)	-10	-34	5	-4	-12	0	4	3	7	·	-15
COc1ccccc1CN1CCNC(=O)C1CC(=O)NCCC1=CCCCC1 (stereo not drawn)	-3	-10	14	-1	-2	1	8	-3	3	3	·
Cc1cccc(N2CCN(S(=O)(=O)c3ccc4c(c3)NC(=O)CS4)CC2)c1C	-3	-11	4	9	30	-6	18	0	-21	-3	27
CC(=O)Nc1cccc(CNCc2cccc(NC(C)=O)c2)c1	-4	13	5	-3	4	·	-20	0	2	3	7
Cc1cc(OCC(=O)N(Cc2ccco2)C2CCS(=O)(=O)C2)ccc1Cl (stereo not drawn)	-5	-8	12	-7	·	11	16	3	30	-5	-29
COc1cccc(/C=C/C(=O)Nc2ccc3c(c2)OCCO3)c1	-5	-173	-259	-16	-29	-9	-263	0	-8	-2	-63
COc1ccc(CNC(=O)C(C)OC(=O)C23CC4CC(CC(O)(C4)C2)C3)cc1 (stereo not drawn)	-3	-18	19	-4	0	1	-1	2	21	-3	23
Cc1ccc(Cc2nnc(SCC(=O)Nc3ccc(C)cc3C)[nH]c2=O)cc1	-2	35	-4	-11	13	-5	-2	-2	39	8	5
O=C(NCc1cccs1)c1cc2c(s1)CS(=O)(=O)C2	-9	-14	2	9	9	8	-3	3	0	3	7
CCC(=O)Nc1cccc(NC(=O)c2ccc3c(c2)OCCO3)c1	·	-64	-171	6	-65	1	-188	1	-3	2	-18
O=C(c1ccc(Cl)c(S(=O)(=O)N2CCc3ccccc3C2)c1)N1CCN(c2ccccc2)CC1	-3	26	10	-11	2	4	14	-2	0	3	13
O=C(Cc1cccs1)N1CCN(S(=O)(=O)c2ccc(F)c(F)c2)CC1	-2	3	7	9	7	1	14	5	18	3	15
CCOC(=O)Cc1csc(NS(=O)(=O)c2ccc(Br)cc2)n1	-5	13	13	3	-10	0	-5	2	4	3	-19
CC1(C)OC(=O)C(=NNc2ccccc2[N+](=O)[O-])C(=O)O1	-6	-21	12	0	20	0	10	4	1	0	·
NC(=O)NC(=O)COC(=O)/C=C/c1cccs1	0	-29	11	6	-12	-3	8	1	-17	-1	-6
Cc1ccc(C)c2[nH]c(=O)c(CCNC(=O)c3cccs3)cc12	-6	11	-7	1	-19	20	1	3	-38	10	12
CN(C)CC/C=C1/c2cc(F)ccc2Sc2ccc(Cl)cc21	-4	-16	1	-6	-7	-2	-3	2	0	9	-5
Nc1cc(=O)[nH]c(SCCSc2ccc(F)cc2)n1	-3	-36	-3	5	42	-3	10	1	13	8	-15
COc1ccc(CCn2ccc(O)c(Cc3ccc(Cl)cc3Cl)c2=O)cc1OC	-4	22	10	-5	0	0	7	-5	17	0	21
O=S(=O)(c1ccccc1)n1nc(-c2ccccc2)nc1NCc1ccco1	·	-4	-58	2	-25	-6	-46	1	-5	2	-20
COc1ccc(CC(=O)NNC(=O)c2ccco2)cc1OC	-4	5	4	2	-5	0	5	2	14	-35	8
COc1ccc2nc(NC(=O)CSC3=NCCS3)sc2c1	·	-16	-174	5	-60	-14	-136	2	-7	3	-21
O=C(Nc1nccs1)c1cnc2sccn2c1=O	-12	-48	-118	3	·	-3	-117	·	7	6	-27
Cc1cc(C)nc(Nc2nc(C(N)Cc3ccccc3)cs2)n1 (stereo not drawn)	-7	-20	-71	-34	·	4	-289	·	47	3	-1
COc1ccc(OC)c(NC(=O)C(=O)/C=C(\O)c2cc(OC)ccc2OC)c1	-5	-14	3	-11	2	7	0	1	2	7	12
CC(C)(C)c1ccc(C2(C)NC(=O)N(CC(=O)Nc3ccc4c(c3)OCO4)C2=O)cc1 (stereo not drawn)	-4	-6	31	-1	7	-6	11	-2	2	-3	16
CC(C)(C)c1ccc(C(=O)Nc2ccc(C(=O)N3CCCC3)cc2)cc1	-6	14	-14	-8	3	-2	18	1	-8	4	4
Cc1ccc(NC(=O)CSc2nnc(-c3ccc(S(=O)(=O)N4CCOCC4)cc3)n2C)cc1	-5	-10	3	-2	-9	11	-6	-1	-8	-5	-1
CCCC(C)NC(=O)c1ccccc1SC (stereo not drawn)	-3	3	7	0	9	-4	21	2	2	-9	-10
NC(=NC(=O)c1cccc(C(F)(F)F)c1)c1ccc(C(F)(F)F)cn1	-4	15	-106	12	-37	3	-70	0	10	-1	-47
COc1cc(CNC2CCCCCCC2)cc(Br)c1OCC#N	-2	-7	0	0	-12	-6	-16	-2	-3	2	-7
O=c1[nH]c(CN2CCN(C/C=C/c3ccccc3)CC2)nc2cc(Cl)ccc12	-7	-27	11	-12	-1	-2	15	2	3	-9	29
O=C(CCCN1C(=O)/C(=C\c2ccccc2)SC1=S)Nc1ccccc1O	-3	6	24	6	24	-2	16	2	-3	-3	26
O=[N+]([O-])c1ccc(OCn2cncn2)cc1	-10	11	18	8	-15	-1	-3	-1	-14	-4	2
COc1ccc(C(CNC(=O)COc2ccc(F)cc2Cl)N2CCOCC2)cc1 (stereo not drawn)	-5	2	11	-2	-13	7	6	·	6	3	4
COc1ccc(CNC(=O)OCCN2CCN(Cc3ccccc3)CCC2=O)cc1	-6	4	-4	-13	·	-3	1	1	4	-3	5
O=C(CSc1nnc(-c2ccc(O)cc2)n1Cc1ccccc1)NNC(=O)c1ccc(Br)cc1	-4	10	16	8	22	-40	9	0	-23	3	-6
N#Cc1c(SCC(=O)Nc2ccc(Cl)cc2Cl)sc2c(O)cc(=O)[nH]c12	-1	-27	-20	1	-11	5	-18	-2	14	-5	-17
CCn1c(NC(=O)c2ccccc2)c(-c2cccs2)c(=O)c2ccccc21	-9	-7	-9	-7	2	4	7	1	14	-5	11
O=c1c2ccccc2nc(-c2ccccc2)n1/N=C/c1ccc([N+](=O)[O-])cc1	-5	-45	18	-25	4	-8	21	3	9	-6	-2
CC(OC(=O)/C=C/c1ccco1)C(=O)NC1CCCCC1 (stereo not drawn)	-14	-15	13	2	·	·	-2	·	1	-52	-2
Cc1cccc(Oc2nc(-c3ccccn3)nc3ccccc23)c1	-2	-37	-66	-10	-65	-3	7	1	17	3	36
CC(C)Oc1ccc(C(CC(=O)O)c2ccc(F)cc2)cc1 (stereo not drawn)	-1	-5	13	20	4	-2	10	0	-4	5	2
O=C1[C@@H]2C(c3cccnc3)=NO[C@@H]2C(=O)N1c1ccc(Br)cc1	-4	5	14	11	-6	11	0	0	-5	-1	-19
CN(C)/C=N/NC(=O)c1ccccc1	-2	6	12	-11	-4	5	-1	1	13	11	-28
O=C(CCc1nc2ccccc2c(=O)[nH]1)N1CCN(S(=O)(=O)c2cc(Cl)ccc2Cl)CC1	-2	7	10	-22	-7	4	19	·	16	0	13
CCOc1ccc(/C=N/NC(=O)C(C)N(c2ccc(OC)cc2)S(C)(=O)=O)cc1 (stereo not drawn)	-9	-5	2	-7	-11	1	0	-1	0	-1	14
CCCc1ccc(C(=O)Cn2nc(C(=O)O)c3ccccc3c2=O)cc1	-1	-21	-15	-19	-7	-11	4	1	16	8	2
Cc1ccc(N(CCC#N)C(=O)COC(=O)c2ccccc2SCC(=O)N2CCCC2)cc1	-6	11	3	-13	-6	-1	-15	5	11	-1	-28

Further results.
SMILES	CaV13 FRET inh	NR2E3 ag-1	HIF-2a inh	KKLEB cytotox	TRPM1 prom inh	Vif imaging	Peg3 promoter	NR2E3 ag-2	CF NFkB block	PDI inh	Shn3 3UTR inh
O=C(CCN1CCCCC1)c1ccc2c(c1)OCCO2	-5	-12	-17	9	5	-3	-9	-2	-22	9	17
O=C(Cn1cncn1)N1CCN(c2ccc(F)cc2)CC1	1	9	12	-1	-2	0	-2	2	3	16	17
COC(=O)c1ccc(CSc2ccc3nnc(-c4ccccn4)n3n2)o1	-5	-20	19	-14	·	·	18	1	-20	1	23
COCCNC(=O)CS(=O)Cc1nc(-c2ccccc2C)oc1C (stereo not drawn)	?	-59	5	-24	·	7	-3	0	16	·	-11
Cc1ccc(Nc2nc(-c3cccnc3)cs2)cc1Cl	-5	-169	-212	-9	-16	-5	-218	2	15	5	-90
NC(=O)N1OCC2COc3ccc4ccccc4c3C21 (stereo not drawn)	·	15	15	1	1	22	-1	1	-4	3	-2
COC(=O)C(Cc1ccccc1)NC(=O)CCNC(=O)c1ccc(Br)cc1 (stereo not drawn)	-5	1	8	3	4	6	-8	6	-2	-5	3
COc1ccc(NS(=O)(=O)c2ccc(C)c(C(=O)N3CC(C)OC(C)C3)c2)cc1 (stereo not drawn)	-5	35	2	5	-4	-10	9	-1	-10	-3	-23
CC[C@]12c3[nH]c4ccc(OC)cc4c3CCN1C(=O)C(CC(=O)NCCCN(C)C)C[C@@H]2C(=O)N1CCN(C(=O)c2ccco2)CC1 (stereo partly drawn)	-5	6	5	2	-13	6	-2	·	-17	4	-18
COc1ccc(N2C(=O)C3CCCN3C2c2ccc(C)o2)cc1 (stereo not drawn)	-11	16	-9	14	·	-1	-6	-1	-20	·	2
CC1CN(c2nc(-c3ccccc3)nnc2-c2ccccc2)CC(C)O1 (stereo not drawn)	-4	-7	10	-6	-2	10	22	-2	12	7	21
CCOc1ccc(C(=O)Nc2ccccc2C(=O)O)cc1	-5	-115	-173	0	-12	7	-131	5	9	-3	-83
C[C@H](CO)N1C[C@H](C)[C@@H](CN(C)S(=O)(=O)c2ccc(F)cc2)Oc2c(NC(=O)NC3CCCCC3)cccc2C1=O	-9	-16	0	-7	1	22	1	·	13	9	19
CCN1C(=O)[C@H]2[C@@H](c3ccc(C(F)(F)F)cc3)N[C@]3(CCCN(Cc4cccn4C)C3=O)[C@H]2C1=O	-9	3	8	-11	·	-1	5	·	13	-9	29

Whole records, quoted from the list. Order of values: CaV13 FRET inh, NR2E3 ag-1, HIF-2a inh, KKLEB cytotox, TRPM1 prom inh, Vif imaging, Peg3 promoter, NR2E3 ag-2, CF NFkB block, PDI inh, Shn3 3UTR inh
Shown for COc1cccc(/C=C/C(=O)Nc2ccc3c(c2)OCCO3)c1 = -5, -173, -259, -16, -29, -9, -263, 0, -8, -2, -63
Shown for Cc1ccc(C)c2[nH]c(=O)c(CCNC(=O)c3cccs3)cc12 = -6, 11, -7, 1, -19, 20, 1, 3, -38, 10, 12
